# Assay outcomes from PubChem.
# NPYLR7 ag: agonists of mosquito NPYLR7 receptor, primary screen, cell-based, Aedes aegypti, calcium fluorescence, mosquito biting behavior; 270,000 tested, 0.15% active; HEK293T NPYLR7/Galpha15, GCaMP6s calcium fluorescence; AID 1259423, 2018; activation, % at 10 µM; Aedes aegypti neuropeptide Y-like receptor 7 (NPYLR7); in the data active means activation above about 40%;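 further: 0% = vehicle and 100% = reference agonist at the receptor; some compounds past the cut are filed as inactive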
# mcGAS lum: cyclic GMP-AMP synthase inhibitors, mouse, primary biochemical chemiluminescence | Q8C6L5 | recombinant cGAS, Kinase-Glo ATP depletion luminescence | inhibition, % at 12.5 µM | 160,000 tested, 0.15% active | AID 1259399, 2018;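 further: 0% = negative control wells and 100% = reference inhibitor with no enzyme activity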
# hcGAS lum: Primary biochemical luminescence assay for human cyclic GMP-AMP synthase inhibitors. Q8N884. recombinant h-cGAS, ATP depletion, Kinase-Glo luminescence. inhibition, % at 12.5 µM. 290,000 tested, 0.081% active;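 further: 0% = vehicle reaction and 100% = reaction without DNA for no activity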
# Target sequence (Q8N884 whole entry, looked up): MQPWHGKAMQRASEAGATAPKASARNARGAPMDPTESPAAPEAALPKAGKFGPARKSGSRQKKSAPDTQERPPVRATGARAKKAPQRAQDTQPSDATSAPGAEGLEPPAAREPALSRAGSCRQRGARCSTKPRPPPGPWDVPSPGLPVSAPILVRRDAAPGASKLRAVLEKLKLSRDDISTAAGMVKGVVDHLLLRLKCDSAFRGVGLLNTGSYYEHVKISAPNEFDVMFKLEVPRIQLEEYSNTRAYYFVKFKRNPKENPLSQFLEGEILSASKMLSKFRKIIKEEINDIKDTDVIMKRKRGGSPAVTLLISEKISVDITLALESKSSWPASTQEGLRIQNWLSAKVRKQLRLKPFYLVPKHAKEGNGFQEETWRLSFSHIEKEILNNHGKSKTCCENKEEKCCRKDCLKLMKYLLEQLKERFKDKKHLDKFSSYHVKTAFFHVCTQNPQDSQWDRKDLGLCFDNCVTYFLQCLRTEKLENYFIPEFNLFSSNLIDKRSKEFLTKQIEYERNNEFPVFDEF
# An asterisk follows results filed as active; / = no result given; & = joins results of further samples. Unless noted, no stated cut-off is given here; in the data, active means inhibition above about 40%; inactive means the rest.
# Sample of the layout, 3 compounds:
SMILES,NPYLR7 ag,mcGAS lum,hcGAS lum
COc1ccc(-c2noc(Cn3ccn4nc(-c5ccc(C)cc5)cc4c3=O)n2)c(OC)c1,-3,-8,-4
Cc1c(C)c(C)c(S(=O)(=O)Nc2cccc(C(N)=O)c2)c(C)c1C,4,/,-5
COCCNC(=O)C(NC(=O)c1ccc2c(c1)OCO2)C1CCN(S(=O)(=O)c2ccc(Cl)cc2)CC1 (stereo not drawn),1,-4,-4

# The list itself (from the top)
SMILES,NPYLR7 ag,mcGAS lum,hcGAS lum
COc1ccc(-c2noc(Cn3ccn4nc(-c5ccc(C)cc5)cc4c3=O)n2)c(OC)c1,-3,-8,-4
Cc1c(C)c(C)c(S(=O)(=O)Nc2cccc(C(N)=O)c2)c(C)c1C,4,/,-5
COCCNC(=O)C(NC(=O)c1ccc2c(c1)OCO2)C1CCN(S(=O)(=O)c2ccc(Cl)cc2)CC1 (stereo not drawn),1,-4,-4
CC1CCN(S(=O)(=O)c2ccc(C(=O)N3CC(C)CC(C)C3)cc2)CC1 (stereo not drawn),13,/,-13
Cc1cc(C)n(CCC(=O)NC2CCCN(c3ncccn3)C2)n1 (stereo not drawn),2,/,-11
O=C(CN1C(=O)c2ccccc2C1=O)NCCc1cccc(F)c1,0,-8,-3
O=C(NCCOc1cccc(F)c1)c1csc(Br)c1,11,/,2
CN(C)c1ccc(/C=C2/N=C(c3ccc(C(C)(C)C)cc3)OC2=O)cc1,-3,-5,-5
CC1CCCC(C)N1CCNc1ccc2c(-c3ccc(F)cc3)noc2n1 (stereo not drawn),19,-8,-5
CC1/C(=N\O)CC(c2ccccc2)N(C)C1c1ccccc1 (stereo not drawn),-3,-8,-8
CN(C)CC1(O)CCCN(S(=O)(=O)Cc2ccc(F)cc2)CC1 (stereo not drawn),7,-9,-6
CCCCN(CC(=O)N(CCc1c[nH]c2ccccc12)Cc1ccc(F)cc1)C(=O)c1cccc(Br)c1,4,-6,-7
C=CCn1cc(CNC(c2nc3ccc(C)cc3[nH]2)C(C)C)c(C)n1 (stereo not drawn),7,/,-12
O=C1c2ccccc2S(=O)(=O)N1c1ccc(Cl)cc1,8,/,6
CCc1ccc(S(=O)(=O)c2cn(C)c3ccc(CC)cc3c2=O)cc1,-5,-1,-2
Cc1ncsc1C(=O)Nc1ccc(C(C)(C)C)nn1,5,/,-15
Cc1cc(C)c(S(=O)(=O)N2CCC(N3CC(F)(F)C[C@H]3CN(C)C)CC2)c(C)c1,/,1,4
COc1ccc(OC)c(S(=O)(=O)N2CCC(c3nc(-c4ccccc4F)no3)CC2)c1,5,2,5
COc1ccc(NC2CCCN(C(=O)c3cn(C)c4ccccc34)C2)cc1 (stereo not drawn),2,/,-11
CCCn1ncc(CN2CCN(c3ccnc4ccccc34)CC2)c1C,-1,/,4
CCc1nc2ccc(C(=O)N3CCN(c4ccccc4)CC3)cn2c1N(C=O)CC,-6,0,0
COC(=O)c1ccc([C@@H]2C[C@H]3CN(CCc4ccccc4)C(=O)[C@]34CCCN24)cc1,10,/,-5
CCc1ccc2occ(CC(=O)N(C)C(C)c3ccncc3)c2c1 (stereo not drawn),5,/,1
CN(C)CCCn1c2c(c(SCC(=O)Nc3cc(C(F)(F)F)ccc3Cl)nc1=O)CCC2,9,1,2
O=C(NCc1cccnc1N1CCOCC1)c1ccc2cccc(Cl)c2n1,0,-16,-2
CCc1ccc(NC(=O)NCCCn2nc(-c3ccncc3)ccc2=O)cc1,9,/,-2
CCc1nc2ccc(C(=O)N(C)Cc3ccccc3)cn2c1N(C)C(=O)COc1ccccc1,-3,-5,-7
Cc1ccc(C)c(N(C)S(=O)(=O)c2c(C)nn(C)c2C)c1,15,/,-7
O=C(O)C1(CCCc2ccccc2)CCCN(c2ncccn2)C1 (stereo not drawn),0,-14,-6
c1ccc(CSc2ccc(-c3cccnc3)nn2)nc1,11,-7,-5
CC1CCN(C(=O)CC(NC(=O)c2ccccc2)c2ccccc2)CC1 (stereo not drawn),7,2,2
CCCN(Cc1cccc(F)c1)Cc1ccc(C(O)(CC)CC)o1,13,-6,-6
O=C(CN1CCc2c([nH]c3ccccc23)C1c1cc(Cl)cc2c1OCO2)Nc1ccccc1 (stereo not drawn),4,/,-1
O=C(CCc1ccco1)N1CCN(Cc2cccc(-c3noc(-c4ccccc4)n3)c2)CC1,5,-10,-6
NC(=O)c1cnc(N2CCCC2c2ccc3c(c2)OCCO3)c(Cl)c1 (stereo not drawn),11,-5,-12
C=C(C)COc1ccc(-c2nc(N)ncc2-c2ccc(Br)cc2)c(O)c1,3,-8,-4
Cc1ccc(CNC(=O)c2cn[nH]c2N)cc1,-6,/,-8
Cc1cc(C)cc(N(C)C(=O)c2ccc(NC(=O)c3ccccn3)cc2)c1,14,-16,-7
CN1CCN(C2=CC(=[N+]3CCCC3)CC(C)(C)C2)CC1,13,/,-3
CC=CC(=O)OCC(=O)c1ccc(N(C)S(C)(=O)=O)cc1,7,-9,-7
CCc1nc2ccc(C(=O)Nc3ccc4c(c3)OCC(=O)N4)cn2c1N(C)C(=O)c1ccncc1,21,-3,-6
CCc1nnc2c3c4c(sc3ncn12)CC(C)CC4 (stereo not drawn),2,-1,-1
COCCCNC(CC(=O)Nc1ccc(N=Nc2ccccc2)cc1)C(=O)O (stereo not drawn),-6,-8,-3
Cc1cc(NC(=O)CCN2CCN(C)CC2C)no1 (stereo not drawn),13,-14,-7
Cc1ccccc1C(O)c1ccncc1 (stereo not drawn),7,/,-2
CC(C)(C)c1ccc(C(=O)NCC(=O)N=Nc2c(O)[nH]c3ccc([N+](=O)[O-])cc23)cc1,2,-4,-6
COC(=O)c1sccc1NC(=O)Cc1cc(OC)c(OC)c(OC)c1,-1,-4,-2
Cc1cccc(-n2c(SCC#N)nc3c(-c4ccccc4)c[nH]c3c2=O)c1,2,-6,-5
CC(C)(C)c1ccc(CN(CCC(c2ccccc2)c2ccccc2)Cc2nc(C(=O)O)cs2)cc1,5,/,0
O=C(NNS(=O)(=O)c1ccc(Br)cc1)c1ccccc1Cl,9,-7,-1
CCN(CC1=CCCN(Cc2c(C)noc2C)C1)C(=O)COC,4,/,-5
C=c1cc(C)n(CC(=O)Nc2ccccc2OC)c(=O)c1=C1N=C(c2ccccc2)NO1,-3,-8,-6
COCC(=O)N1CCN(c2cc(Oc3cccc(C)c3)ncn2)CC1C (stereo not drawn),0,-3,-1
O=C(NCc1nnnn1C1CCCCC1)Nc1ccccc1F,3,/,-13
O=C(CN1CCCC(COCc2ccccc2)C1)NCc1ccccc1Cl (stereo not drawn),-1,/,-13
COc1cccc(S(=O)(=O)N2CCC(c3cn(Cc4cccc(F)c4)c4ccccc34)CC2)c1,28,-7,-3
COc1ccc(C(=O)N2CCC(CCC(=O)N3CCC(Cc4ccccc4)CC3)CC2)o1,10,-8,-1
Cn1c(CSCCC(=O)Nc2ccc3c(c2)OCO3)cc(=O)n(C)c1=O,-5,/,-2
CCOc1ccccc1C(=O)Nc1c(C)nc2ccccn2c1=O,2,/,-5
Cc1cc(CC(C)NC(=O)CCn2c(C)cc3ccccc32)n[nH]1 (stereo not drawn),4,/,-4

# (continued)
SMILES,NPYLR7 ag,mcGAS lum,hcGAS lum
c1ccc2c(c1)C(=NN=C1CCC3(CC1)OCCO3)c1ccccc1-2,14,-18,-7
CC(CC(=O)OCC(=O)N1CCNC(=O)C1)c1ccncc1 (stereo not drawn),-4,-16,-7
Nc1nn(S(=O)(=O)Cc2ccc(Br)cc2)cc1-c1ccccc1,-1,/,-4
c1ccc2c(N3CCN(Cc4cc5n(n4)CCNC5)CC3)nsc2c1,4,/,2
CC(C)N(CC(=O)N(Cc1cccn1Cc1ccccc1Cl)C1CCCCC1)C(=O)c1ccco1,-11,-4,-5
CN1C[C@H](NC(=O)c2c[nH]n3ccnc23)C[C@H]1CO,10,/,-1
O=C(NC(=S)Nc1ccccc1N1CCOCC1)c1ccco1,-4,-1,1
CCc1ccc(-c2ccc(NC3CCCCC3C)nn2)cc1S(N)(=O)=O (stereo not drawn),-17,/,-5
Cc1ccc(CNC(=O)C2CCN(c3nccn4nc(-c5ccc(Cl)cc5)cc34)CC2)cc1,7,-9,-7
CN(Cc1nc(-c2ccc3c(c2)OCO3)no1)Cc1nc2c(s1)CCCC2,18,/,-5
O=c1c2ccccc2nc(-c2cccc(OCc3ccccc3)c2)n1Cc1ccc(F)cc1,5,-7,-4
CCS(=O)(=O)c1ccc(NC(=O)c2cc(C3CC3)on2)cc1,2,/,-6
CC1=CCP(=O)(c2ccccc2)C1 (stereo not drawn),2,/,-2
Cc1ccc(Cn2cc(S(=O)(=O)c3ccccc3)c(=O)c3cc(F)c(N4CCOCC4)cc32)cc1,11,-7,-9
O=c1cc(NCC2COc3ccccc3O2)nc2ccccn12 (stereo not drawn),-7,-1,4
CCn1cc(C(=O)N2CCNCC2)c2nn(-c3ccccc3)c(=O)c-2c1,-3,/,0
CC(C)OCCCNC(CC(=O)Nc1ccccc1)C(=O)O (stereo not drawn),12,4,9
O=C(NCC(=O)N1CCN(Cc2c(F)cccc2Cl)CC1)NCc1ccc(F)cc1,2,-9,-8
Cc1cc(=O)n2c(n1)NC(N1CCc3ccccc31)=NC2c1cccs1 (stereo not drawn),7,-8,-8
COCC1(C(=O)N2CC(c3ccncc3)C2)CCC1,0,-12,-6
O=c1ccc(-c2cccs2)nn1CCNS(=O)(=O)CCc1ccccc1,2,-6,-2
Cn1ncc(Br)c1C(=O)Nc1ccc(C2CCCCC2)cc1,-6,/,-1
COc1ccc(-c2nc(N(CCC(=O)Nc3ccc(F)cc3)Cc3ccccc3)c3ccccc3n2)cc1,9,1,3
Cc1ccc(C(=O)NNC(=O)c2ccc3[nH]c4c(c3c2)CCCC4)c(C)c1,4,/,1
CC(=O)NC(C)(COc1nonc1C)COc1nonc1C,-4,/,-2
Cc1nn(CC(=O)NCc2cccs2)c(C)c1[N+](=O)[O-],-10,-4,-3
c1ccc(CCc2nc(-c3cccnc3)no2)cc1,1,-4,-7
Cc1ccc(N2C(=O)CC(NCc3cccc(Cl)c3)C2=O)cc1 (stereo not drawn),-12,-6,-3
COc1ccc(C(=O)N[C@@H]2CCCCC2NC(=O)C2CCCN(C(=O)c3ccc([N+](=O)[O-])cc3)C2)cc1 (stereo partly drawn),26,-7,-5
Cc1cccc2sc(N(CCCN(C)C)C(=O)CN3C(=O)c4ccccc4C3=O)nc12,-2,-8,-5

# Looked up one by one from the list above, 7 records:
SMILES,NPYLR7 ag,mcGAS lum,hcGAS lum
Cc1nn(CC(=O)NCc2cccs2)c(C)c1[N+](=O)[O-],-10,-4,-3
CC(C)OCCCNC(CC(=O)Nc1ccccc1)C(=O)O (stereo not drawn),12,4,9
Cc1cccc2sc(N(CCCN(C)C)C(=O)CN3C(=O)c4ccccc4C3=O)nc12,-2,-8,-5
COc1ccc(-c2nc(N(CCC(=O)Nc3ccc(F)cc3)Cc3ccccc3)c3ccccc3n2)cc1,9,1,3
CC(=O)NC(C)(COc1nonc1C)COc1nonc1C,-4,/,-2
Cc1ccc(C(=O)NNC(=O)c2ccc3[nH]c4c(c3c2)CCCC4)c(C)c1,4,/,1
Cn1ncc(Br)c1C(=O)Nc1ccc(C2CCCCC2)cc1,-6,/,-1

# (more compounds)
SMILES,NPYLR7 ag,mcGAS lum,hcGAS lum
COc1ccc(CCNC(=O)c2csc(CSc3nnc(Cc4ccccc4)n3-c3ccccc3OC)n2)cc1OC,8,-4,0
CCN(C(=O)COc1[nH]c2ccccc2c1C#N)C1CCCCC1,1,/,-7
COC(=O)CCC(=O)N1CCCN(c2nc3ccccc3nc2-c2ccccc2)CC1,8,-4,-12
CC(C)CN(CC(=O)N(Cc1ccc(F)cc1)Cc1ccco1)Cc1c(F)cccc1F,/,-6,-2
C=CCn1c(-c2ccc(OC)cc2)nn(CN(CC(C)C)C2CCS(=O)(=O)C2)c1=S (stereo not drawn),-6,/,7
CCC(C)c1cc(C(=O)NC2C3CCOC3C23CCC3)on1 (stereo not drawn),6&7,-13&-6,-6&-6
Cn1cc(/C=C(/C#N)S(=O)(=O)c2cc(Br)ccc2Br)cn1,9,/,-7
COc1nc(-c2cccc(C(F)(F)F)c2)n(-c2ccc(NC(=O)C(Cl)Cl)cc2)n1,-8,1,2
CCCCCCn1c(SCCCC)nc2c1c(=O)[nH]c(=O)n2C,0,/,-11
CCC(C)OC(=O)C1=C(C)NC2=C(C(=O)CC(c3ccc(Cl)cc3)C2)C1c1ccc(Cl)c(Cl)c1 (stereo not drawn),-7,0,-2
CCCCN(C)C(=O)c1nc2ccccn2c1CN1CCC(C(=O)OCC)CC1,4,/,-7
O=C(O)C1CC(=O)N(CCCc2ccc(Cl)cc2)C1 (stereo not drawn),/,-8,-7
CCC1CN(C(=O)NCCc2ccc(Cl)s2)CCO1 (stereo not drawn),-24,/,6
Brc1cnc(OCc2ccccc2)nc1OCc1ccccc1,-2,0,0
O=C1CC(NCc2cnc[nH]2)CN1CCc1cccc(Cl)c1 (stereo not drawn),9,-7,-5
CC1C2C3CC4C5C3C1(Br)C5C(O)(c1ccccc1)C42 (stereo not drawn),2,-6,-5

# Five neighbouring records out of the list so far:
SMILES,NPYLR7 ag,mcGAS lum,hcGAS lum
COc1ccc(CCNC(=O)c2csc(CSc3nnc(Cc4ccccc4)n3-c3ccccc3OC)n2)cc1OC,8,-4,0
CCN(C(=O)COc1[nH]c2ccccc2c1C#N)C1CCCCC1,1,/,-7
COC(=O)CCC(=O)N1CCCN(c2nc3ccccc3nc2-c2ccccc2)CC1,8,-4,-12
CC(C)CN(CC(=O)N(Cc1ccc(F)cc1)Cc1ccco1)Cc1c(F)cccc1F,/,-6,-2
C=CCn1c(-c2ccc(OC)cc2)nn(CN(CC(C)C)C2CCS(=O)(=O)C2)c1=S (stereo not drawn),-6,/,7
